Source: PubChem
5HT1a ag = human 5-HT1a receptor agonists, primary screen, cell-based, CHO, Ga15 NFAT-bla reporter; 5-hydroxytryptamine receptor 1A (Homo sapiens), P08908; CHO 5-HT1a Ga15 NFAT-bla reporter, FRET ratio; 0% basal, 100% maximal reference agonist; activation, % at 10 µM; 65,000 compounds, 0.56% hits;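 active means activation above the screen-wide mean activation plus 3 SD, cut at about 19% in these data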;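 further: 0% = DMSO wells and 100% = 5-CT at EC100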
Fluor 339 460 = intrinsic fluorescence of library compounds, ex339/em460 – biochemical, MLSMR library, data from DPM-DC assay, artefact control, profiling panel | compound autofluorescence, ex339/em460 nm, NADH buffer; stronger effect = higher value; 1 = no-compound wells, NADH background | fluorescence fold increase at 10 µM | 65,000 compounds, 5.5% hits;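 active means at 10 µM, mean starting fluorescence two-fold or more over control wells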;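 further: signal is the first read of a kinetic run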
RORa activator = activators of orphan receptor RORA, primary screen, cell-based, luminescence. Nuclear receptor ROR-alpha (Homo sapiens), P35398. CHO-K1 Gal4-RORA LBD luciferase reporter; percent increase over mock-subtracted basal signal. activation, % at 10 µM. 65,000 compounds, 1.5% hits. AID 560, 2006;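 active means activation above the mean of all tested compounds plus 3 SD, cut at about 49% in these data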;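 further: 0% = DMSO-treated RORA cells and 100% = added signal equal to DMSO minus mock-transfected cells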
SF1 activator = activators of human SF-1, primary screen, cell-based, CHO-K1, Gal4-SF-1 LBD, luciferase luminescence; CHO-K1 Gal4-SF-1 LBD luciferase reporter; % increase over DMSO SF-1-specific signal; 65,000 compounds, 1.9% hits; activation, % at 10 µM; Steroidogenic factor 1 (Homo sapiens), Q13285;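 active means activation above the mean activation of all tested compounds plus 3 SD, cut at about 50% in these data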
Target sequence (Q13285 whole entry, looked up, the tested form may be a part): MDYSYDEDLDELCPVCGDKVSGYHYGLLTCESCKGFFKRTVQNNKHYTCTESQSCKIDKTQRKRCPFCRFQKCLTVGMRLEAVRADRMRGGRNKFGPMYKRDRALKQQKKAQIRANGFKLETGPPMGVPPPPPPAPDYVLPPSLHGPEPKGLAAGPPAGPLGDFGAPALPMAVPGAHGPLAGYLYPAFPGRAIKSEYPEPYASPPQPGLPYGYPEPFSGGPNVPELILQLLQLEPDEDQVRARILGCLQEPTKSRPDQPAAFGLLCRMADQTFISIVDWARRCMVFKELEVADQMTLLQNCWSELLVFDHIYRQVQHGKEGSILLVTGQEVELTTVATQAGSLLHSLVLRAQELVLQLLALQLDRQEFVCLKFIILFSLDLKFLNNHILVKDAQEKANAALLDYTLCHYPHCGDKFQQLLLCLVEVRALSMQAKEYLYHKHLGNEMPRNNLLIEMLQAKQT
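System: CHO-K1 cells with Gal4–hSF-1 LBD chimera plus Gal4-driven luciferase; quantity: 4,000 CHO-K1 cells per well; compound: one dose, 10 µM compound, 1% DMSO; times: 20 h compound treatment, 37 °C; measured by: SteadyLite luciferase luminescence; read-out: percent activation versus DMSO; benchmarks: DMSO and mock-transfected background; replicates: one test per compound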
NADH enzymes = inhibitors of PK/LDH coupling enzymes, profiling panel, artefact control, biochemical, MLSMR library; coupled PK/LDH NADH assays, four targets; 65,000 compounds, 0.02% hits; IC50, µM (doses to about 10 µM), inactives show top-dose inhibition;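 active means single-dose screening hits from any of four coupled enzyme assays that gave an IC50 when retested across doses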;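 further: the DPM-DC format reads NADH fluorescence rather than 340 nm absorbance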
5-HT1A blocker = human 5-HT1a receptor antagonists, primary screen, cell-based, CHO, Ga15 NFAT-bla reporter. 5-hydroxytryptamine receptor 1A (Homo sapiens), P08908. CHO 5-HT1a Ga15 NFAT-bla reporter, antagonist mode. inhibition, % at 10 µM. 62,000 compounds, 0.68% hits;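 active means inhibition above the mean of all tested compounds plus 3 SD, cut at about 43% in these data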;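 further: receptor stimulated by 5-CT agonist at 100 nM near EC80; beta-lactamase reporter measured by ratiometric fluorescence of a cleavable substrate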
TNAP act mid DEA = human TNAP enzyme activators, primary screen, biochemical, luminescent, intermediate phosphate acceptor level; Alkaline phosphatase, tissue-nonspecific isozyme (Homo sapiens), P05186; 64,000 tested, under 10 active; purified TNAP, CDP-star luminescence, 100 mM DEA, 30 min; stronger effect = higher value; scale: 0 levamisole-inhibited, 1 vehicle-only enzyme; AID 813, 2007; activation factor at 20 µM;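 active means activation factor of at least 2 at 20 µM, relative to controls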
Target sequence (P05186 whole entry, looked up): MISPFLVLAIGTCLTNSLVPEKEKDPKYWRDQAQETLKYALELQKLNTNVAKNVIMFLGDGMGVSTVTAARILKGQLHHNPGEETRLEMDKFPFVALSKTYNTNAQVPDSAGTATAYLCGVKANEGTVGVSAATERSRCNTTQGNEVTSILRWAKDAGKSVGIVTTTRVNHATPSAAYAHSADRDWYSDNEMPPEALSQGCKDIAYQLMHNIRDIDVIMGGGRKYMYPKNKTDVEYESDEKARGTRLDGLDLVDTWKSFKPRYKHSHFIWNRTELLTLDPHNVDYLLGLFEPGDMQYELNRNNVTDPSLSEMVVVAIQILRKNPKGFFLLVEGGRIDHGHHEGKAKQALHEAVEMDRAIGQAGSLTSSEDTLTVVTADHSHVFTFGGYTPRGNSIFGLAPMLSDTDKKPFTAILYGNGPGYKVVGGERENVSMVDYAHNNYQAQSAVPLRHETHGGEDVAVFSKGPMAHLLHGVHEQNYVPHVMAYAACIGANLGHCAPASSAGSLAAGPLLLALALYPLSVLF
A340 absorber = compound light absorbance at 340 nm, profiling panel, artefact control, biochemical, MLSMR library, data from PS, PMK, MK assays | compound absorbance at 340 nm, fold over control | fold change at 10 µM | 65,000 tested, under 10 active;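 active means at 10 µM dose, initial 340 nm absorbance at least 2 fold that of control wells; inactive means change under 2 fold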;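 further: initial absorbance extrapolated from kinetic A340 decline of NADH oxidation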
MMP-13 inhibitor = human MMP13 inhibitors, primary screen, biochemical, FRET peptide cleavage; inhibition, % at 4 µM; 65,000 compounds, 0.07% hits; AID 570, 2006; MMP-13 fTHP FRET cleavage, Mca fluorescence;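 active means inhibition above the mean of compound-free control plate wells plus 3 SD, cut at about 14% in these data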;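 further: 0% = DMSO wells and 100% = wells with reference MMP-13 inhibitor after basal subtraction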
The depositor's hits bear a star; [ ] = dose if it differs, or a comment.

Cc1ccc(NCc2nnc(SCC(=O)Nc3ncc(C)s3)n2Cc2ccco2)c(C)c1 was read as 5HT1a ag 0.2, Fluor 339 460 1.14, RORa activator 0.0, SF1 activator 10.8, NADH enzymes 0.0%, 5-HT1A blocker 17.6, TNAP act mid DEA 0.9, A340 absorber 1.06 and MMP-13 inhibitor 3.4.
CCn1c(SCC(=O)Nc2ccc(NC(C)=O)cc2)nnc1C1CC1 was read as 5HT1a ag -3.2, Fluor 339 460 1.09, RORa activator 4.0, SF1 activator -0.5, NADH enzymes 10.0%, 5-HT1A blocker -1.1, TNAP act mid DEA 1, A340 absorber 0.98 and MMP-13 inhibitor -2.3.
For O=C(CN1C(=O)c2ccccc2C1=O)NCC1COc2ccccc2O1 (configuration not stated) the results were 5HT1a ag 0.5, Fluor 339 460 1.06, RORa activator 3.9, SF1 activator 3.6, NADH enzymes 2.0%, 5-HT1A blocker -6.1, TNAP act mid DEA 0.9, A340 absorber 1.02 and MMP-13 inhibitor 2.0.
`CCOc1ccccc1-n1c(SCC(=O)NCc2ccco2)nnc1-c1ccncc1` gave 5HT1a ag -1.6, Fluor 339 460 1.07, RORa activator -10.7, SF1 activator -6.0, NADH enzymes 4.0%, 5-HT1A blocker -1.1, TNAP act mid DEA 0.9, A340 absorber 0.99 and MMP-13 inhibitor 1.7.
`CCCOc1ccc(N2CC(C(=O)Nc3ccccc3F)CC2=O)cc1` (configuration not stated) gave 5HT1a ag -0.7, Fluor 339 460 1.1, RORa activator -18.0, SF1 activator 1.9, NADH enzymes 5.0%, 5-HT1A blocker 15.4, TNAP act mid DEA 0.9, A340 absorber 0.99 and MMP-13 inhibitor 5.2.
`CNc1ccccc1C(C)(C)c1cc(-c2ccco2)n[nH]1` gave 5HT1a ag -3.5, Fluor 339 460 1.06, RORa activator 4.2, SF1 activator -3.5, NADH enzymes 4.0%, 5-HT1A blocker 21.3, TNAP act mid DEA 0.9, A340 absorber 0.98 and MMP-13 inhibitor 2.8.
Screening CCn1c(-c2ccc(C(C)(C)C)cc2)n[nH]c1=S returned 5HT1a ag -2.3, Fluor 339 460 1.1, RORa activator 20.8, SF1 activator -24.0, NADH enzymes 12.0%, 5-HT1A blocker -19.0, TNAP act mid DEA 1, A340 absorber 1.01 and MMP-13 inhibitor 5.4.
Cc1ccc(C)c(NC(=O)c2nnn(Cc3ccccc3)c2N)c1 was read as 5HT1a ag -1.7, Fluor 339 460 1.1, RORa activator -6.0, SF1 activator 18.9, NADH enzymes 3.0%, 5-HT1A blocker 9.8, A340 absorber 1 and MMP-13 inhibitor 4.6.
Screening CN1C(=O)C(C(=O)NC(C)(C)C)C2c3ccccc3OC13CCCCC23 (configuration not stated) returned 5HT1a ag -0.4, Fluor 339 460 1.1, RORa activator -4.1, SF1 activator 2.9, NADH enzymes 7.0%, 5-HT1A blocker 7.7, TNAP act mid DEA 0.9, A340 absorber 1.01 and MMP-13 inhibitor -0.3.
`COc1ccc(C(=O)OCCNC(=O)c2c(Cl)nc3ccccn23)cc1` gave 5HT1a ag 4.6, Fluor 339 460 1.11, RORa activator -7.9, SF1 activator -0.8, NADH enzymes 5.0%, 5-HT1A blocker 3.5, TNAP act mid DEA 1, A340 absorber 0.99 and MMP-13 inhibitor 4.6.
Screening CCOC(=O)c1ccc(NC(=O)CSc2nnc(-c3cccs3)n2C)cc1 returned 5HT1a ag -0.4, Fluor 339 460 1.09, RORa activator 25.0, SF1 activator 19.7, NADH enzymes 3.0%, 5-HT1A blocker -4.9, TNAP act mid DEA 0.9, A340 absorber 1.08 and MMP-13 inhibitor 0.8.
Screening O=C(CN1CCOCC1)NCCNC(=O)CN1CCOCC1 returned 5HT1a ag -2.4, Fluor 339 460 1.09, RORa activator 0.8, SF1 activator -4.5, NADH enzymes 0.0%, 5-HT1A blocker -3.4, TNAP act mid DEA 0.9, A340 absorber 1.02 and MMP-13 inhibitor 0.2.
COc1ccc(C(=O)Nc2ccc(Cl)cc2C(=O)NCCO)cc1 was read as 5HT1a ag -0.8, Fluor 339 460 1.19, RORa activator -14.0, SF1 activator -8.5, NADH enzymes 1.0%, 5-HT1A blocker -2.7, TNAP act mid DEA 0.9, A340 absorber 1.06 and MMP-13 inhibitor -5.0.
`COc1ccc(CCNC(=O)C2CC(=O)N(c3ccccc3)C2)cc1OC` (configuration not stated) gave 5HT1a ag -2.6, Fluor 339 460 1.03, RORa activator 2.5, SF1 activator 7.3, NADH enzymes 2.0%, 5-HT1A blocker -3.8, TNAP act mid DEA 0.9, A340 absorber 0.99 and MMP-13 inhibitor -0.6.
Cc1cc(=O)[nH]c(SCC(=O)Nc2nc3c(s2)CCCC3)n1 was read as 5HT1a ag 0.2, Fluor 339 460 1.08, RORa activator -16.4, SF1 activator -2.3, NADH enzymes 6.0%, 5-HT1A blocker -12.3, TNAP act mid DEA 1.1, A340 absorber 0.98 and MMP-13 inhibitor 1.2.
For Cn1cc(S(=O)(=O)N2CCC(Cc3ccccc3)CC2)c(=O)n(C)c1=O the results were 5HT1a ag -1.3, Fluor 339 460 1.05, RORa activator -11.9, SF1 activator 12.2, NADH enzymes 4.0%, 5-HT1A blocker 7.8, TNAP act mid DEA 1, A340 absorber 1.04 and MMP-13 inhibitor 0.5.
For CCOc1cc(-c2ccc3c(c2)OCO3)cc(=O)c2c(C)oc(C)c12 the results were 5HT1a ag -1.1, Fluor 339 460 1.09, RORa activator -12.8, SF1 activator 7.2, NADH enzymes 3.0%, 5-HT1A blocker 20.5, TNAP act mid DEA 0.9, A340 absorber 1.03 and MMP-13 inhibitor -5.3.
Screening CCOc1ccc2[nH]c(=O)c(CN(CCCO)C(C)=O)cc2c1 returned 5HT1a ag -1.3, Fluor 339 460 3.27*, RORa activator 30.1, SF1 activator 8.5, NADH enzymes 10.0%[fluoresces], 5-HT1A blocker 9.2, TNAP act mid DEA 0.9, A340 absorber 1.09 and MMP-13 inhibitor -46.5.
`O=C(Nc1ccc2nc(-c3cccs3)[nH]c2c1)c1cccs1` gave 5HT1a ag -0.6, Fluor 339 460 2.35*, RORa activator 30.7, SF1 activator 33.5, NADH enzymes 12.0%, 5-HT1A blocker 29.1, TNAP act mid DEA 0.8, A340 absorber 1.16 and MMP-13 inhibitor -8.7.
Screening CCCCCn1c(SC(C)C(C)=O)nc2c1c(=O)[nH]c(=O)n2C (configuration not stated) returned 5HT1a ag 1.9, Fluor 339 460 1.08, RORa activator 8.4, SF1 activator 7.1, NADH enzymes 4.0%, 5-HT1A blocker -7.1, TNAP act mid DEA 0.9, A340 absorber 1.06 and MMP-13 inhibitor -3.0.
`Cc1cccc(-c2nnc3sc(-c4ccccc4C)nn23)c1` gave 5HT1a ag 1.1, Fluor 339 460 1.13, RORa activator -3.8, SF1 activator -12.8, NADH enzymes 12.0%, 5-HT1A blocker -24.3, TNAP act mid DEA 0.9, A340 absorber 1 and MMP-13 inhibitor 4.5.
O=C(c1cccs1)N1CCCC(c2ccccc2)C1 (configuration not stated) was read as 5HT1a ag 0.1, Fluor 339 460 1.01, RORa activator -10.6, SF1 activator 8.8, NADH enzymes 5.0%, 5-HT1A blocker 1.6, TNAP act mid DEA 0.9, A340 absorber 1.02 and MMP-13 inhibitor 1.7.
Screening CCOC(=O)C(NC(=O)c1ccccc1)=C1C=C(C)OC(C)=C1 returned 5HT1a ag -2.4, Fluor 339 460 1.05, RORa activator -19.4, SF1 activator 37.1, NADH enzymes 3.0%, 5-HT1A blocker 18.3, TNAP act mid DEA 0.9, A340 absorber 1.19 and MMP-13 inhibitor 5.2.
For COc1cc(OC)cc(C(=O)N(Cc2cc3cc(C)ccc3[nH]c2=O)C(C)C)c1 the results were 5HT1a ag 0.3, Fluor 339 460 1.43, RORa activator 1.5, SF1 activator 13.1, NADH enzymes 3.0%, 5-HT1A blocker 3.0, TNAP act mid DEA 0.9, A340 absorber 1.02 and MMP-13 inhibitor -11.6.
For CCC1=NC(c2ccccc2Cl)N(O)C1(C)C (configuration not stated) the results were 5HT1a ag -1.7, Fluor 339 460 1.01, RORa activator -1.5, SF1 activator -14.4, NADH enzymes 1.0%, 5-HT1A blocker 6.5, TNAP act mid DEA 0.9, A340 absorber 1.03 and MMP-13 inhibitor 1.4.
For CC1=C(C(=O)Nc2ccc(F)cc2)C(c2ccncc2)C2=C(CCCC2=O)N1 (configuration not stated) the results were 5HT1a ag -1.2, Fluor 339 460 1.68, RORa activator 5.2, SF1 activator -7.9, NADH enzymes 6.0%, 5-HT1A blocker -10.6, TNAP act mid DEA 0.9, A340 absorber 1.09 and MMP-13 inhibitor -9.1.
For O=C(Nc1nc2c(s1)CCCC2)c1cc2n(n1)C(C(F)(F)F)CC(C1CC1)N2 (configuration not stated) the results were 5HT1a ag -0.8, Fluor 339 460 1.12, RORa activator 117.5*, SF1 activator 55.7*, NADH enzymes 6.0%, 5-HT1A blocker -1.4, TNAP act mid DEA 1, A340 absorber 0.98 and MMP-13 inhibitor 7.9.
For CS(=O)(=O)N1CCN(C(=O)c2ccccc2F)CC1 the results were 5HT1a ag 0.2, Fluor 339 460 1.03, RORa activator -9.6, SF1 activator 16.7, NADH enzymes 7.0%, 5-HT1A blocker 1.0, TNAP act mid DEA 0.9, A340 absorber 1.06 and MMP-13 inhibitor 3.0.
`Nn1c(-c2cccs2)nc2sc3c(c2c1=O)CCCC3` gave 5HT1a ag 2.1, Fluor 339 460 1.5, RORa activator 45.3, SF1 activator 42.0, NADH enzymes 5.0%, 5-HT1A blocker 27.2, TNAP act mid DEA 1, A340 absorber 1.05 and MMP-13 inhibitor -13.2.
Cc1c(O)ccc2c3c(c(=O)oc12)CCCC3 was read as 5HT1a ag -1.3, Fluor 339 460 3.89*, RORa activator -8.2, SF1 activator -9.5, NADH enzymes 9.0%[fluoresces], 5-HT1A blocker -7.5, TNAP act mid DEA 0.8, A340 absorber 1.07 and MMP-13 inhibitor -217.9[fluorescence artefact?].
`Cn1c(=O)c2cn(-c3cccc4ccccc34)cc2n(C)c1=O` gave 5HT1a ag -0.5, Fluor 339 460 1.28, RORa activator 20.9, SF1 activator 21.4, NADH enzymes 6.0%, 5-HT1A blocker 10.3, TNAP act mid DEA 1, A340 absorber 0.99 and MMP-13 inhibitor -18.7.
